Screening data: PubChem, several laboratories
MEX-5 binding = C. elegans MEX-5 TCR-2 RNA binding activity; Q9XUB2; MEX-5/FITC-TCR2 RNA binding, fluorescence polarization; stronger effect = lower value; activity score (negative = inhibition of binding), % at 10 µM; 0.38% of 300,000 active; AID 1832;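 active = inhibition past about -25% in most replicates, and total fluorescence under double the plate's negative control median, limit read from the data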;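 also: 0% = DMSO and -100% = 5 µM competing unlabeled TCR2 RNA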
GRK2 aptamer HTS = blocks RNA aptamer binding to human GRK2 | inhibition of aptamer binding, % at 10 µM | 0.59% of 330,000 active | P25098 | bead flow cytometry, FAM-aptamer displacement from GRK2;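 active = inhibition of aptamer binding above 40%, roughly 3 SD of noise, on plates passing a quality check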;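 also: median bead fluorescence of bound FAM aptamer so fluorescent compounds give negative values; no value below 0 was filed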
Target sequence (P25098 whole entry, looked up): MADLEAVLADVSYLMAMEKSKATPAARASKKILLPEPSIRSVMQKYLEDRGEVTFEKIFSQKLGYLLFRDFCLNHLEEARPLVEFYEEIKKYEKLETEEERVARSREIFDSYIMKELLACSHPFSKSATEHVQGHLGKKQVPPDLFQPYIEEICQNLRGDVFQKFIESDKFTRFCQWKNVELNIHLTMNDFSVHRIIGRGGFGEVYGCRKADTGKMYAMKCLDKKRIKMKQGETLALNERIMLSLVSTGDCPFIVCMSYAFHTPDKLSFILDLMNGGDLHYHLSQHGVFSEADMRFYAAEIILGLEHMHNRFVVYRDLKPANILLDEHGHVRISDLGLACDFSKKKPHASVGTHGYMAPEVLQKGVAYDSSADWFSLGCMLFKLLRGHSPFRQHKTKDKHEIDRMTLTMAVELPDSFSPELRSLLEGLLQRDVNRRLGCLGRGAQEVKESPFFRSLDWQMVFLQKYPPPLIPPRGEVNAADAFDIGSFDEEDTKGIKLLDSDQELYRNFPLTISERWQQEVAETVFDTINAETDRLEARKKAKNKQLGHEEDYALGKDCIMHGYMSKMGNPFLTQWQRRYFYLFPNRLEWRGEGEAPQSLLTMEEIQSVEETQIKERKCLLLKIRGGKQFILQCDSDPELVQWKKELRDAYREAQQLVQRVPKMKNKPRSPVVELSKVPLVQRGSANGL
BCLXL inh = blocks human Bcl-xL binding to Bim BH3 peptide; GST-Bcl-xL / FITC-Bim BH3 peptide fluorescence polarization; Q07817; inhibition, % at 10.9 µM; 0.7% of 320,000 active;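 active = inhibition above the mean of all tested compounds plus 3 SD, cutoff set per campaign, cut at about 30% in these data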;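 also: 0% = DMSO wells and 100% = unlabeled Bim-BH3 peptide competitor; inhibitors lower millipolarization by displacing the labeled peptide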
Target sequence (Q07817 whole entry, looked up): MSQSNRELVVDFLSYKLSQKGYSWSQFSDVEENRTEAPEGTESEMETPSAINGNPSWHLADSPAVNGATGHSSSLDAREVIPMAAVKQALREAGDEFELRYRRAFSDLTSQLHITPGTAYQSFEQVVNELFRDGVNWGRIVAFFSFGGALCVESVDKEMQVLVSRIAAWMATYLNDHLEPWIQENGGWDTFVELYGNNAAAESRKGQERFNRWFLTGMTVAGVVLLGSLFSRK
AGP1 TOR yeast = yeast TOR pathway AGP1-GFP modulation; S. cerevisiae AGP1-GFP multiplex flow cytometry, 3 h; GFP as percent of DMSO wells; GFP response vs DMSO, % at 10 µM; AID 2066; 0.02% of 320,000 active;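 active = GFP response relative to DMSO above a set limit, near screen average plus 3 SD, cut at about 150% in these data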;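 also: median GFP channel fluorescence of the gated AGP1 strain per well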
GLD-1 TGE inh = GLD-1-TGE RNA interaction inhibition (C. elegans) | inhibition, % at 5.96 µM | purified GLD-1 + fluorescein TGE RNA, fluorescence polarization | Q17339 | AID 2280 | 0.44% of 320,000 active;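 active = percent inhibition above a per-plate cutoff, the plate mean of test compounds plus 3 SD, cut at about 30% in these data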;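 also: 0% = DMSO wells with GLD-1 and probe and 100% = wells lacking GLD-1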
MCL1 BIM primary = MCL1-BIM-BH3 interaction inhibition (human). Q07820. GST-MCL1 / FITC-Bim-BH3 fluorescence polarization. inhibition, % at 10.9 µM. 0.68% of 320,000 active. AID 2057;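 active = inhibition above the mean inhibition of all tested compounds plus 3 SD, set per campaign, cut at about 40% in these data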;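 also: 0% = DMSO wells and 100% = unlabeled Bim-BH3 peptide control; higher means more loss of mP so more displacement of Bim peptide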
VLA-4 inh = inhibition in a human VLA-4 binding assay | AID 2557 | inhibition, % (about 7 µM as worked out from the volumes in the protocol) | 0.2% of 330,000 active | P13612 | VLA-4 expressing cells, ligand binding flow cytometry; in the data active = inhibition above about 50%
CIT2-GFP yeast = alters CIT2-GFP fluorescence in TOR pathway yeast screen. 0.065% of 320,000 active. AID 2029. GFP response vs DMSO, % at 10 µM. S. cerevisiae CIT2-GFP strain, flow cytometry, 3 h; 100 means same as DMSO wells;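 active = GFP response relative to DMSO above a set limit, near the screen mean plus 3 SD, cut at about 150% in these data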;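 also: ratio of well median GFP fluorescence to mean of DMSO wells on the plate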
Yeast superoxide = lowers age-related superoxide in aged yeast cells; S. cerevisiae aged cells, superoxide DHE fluorescence; stronger effect = lower value; superoxide response (% of plate mean), % at 10 µM; 0.18% of 330,000 active; AID 2690;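 active = superoxide response under a set limit, about three screen SD below normal, cut at about 65% in these data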;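 also: yeast aged for seven days with compound at 30 °C before DHE staining; 100% = average MFI of all compound-treated wells on the plate with controls excluded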
* = called active by the depositor; nt = no result given.

Values run as follows: MEX-5 binding	GRK2 aptamer HTS	BCLXL inh	AGP1 TOR yeast	GLD-1 TGE inh	MCL1 BIM primary	VLA-4 inh	CIT2-GFP yeast	Yeast superoxide
Cc1nnc(SCC(=O)O)s1
→ 4.2	0	2	99	-5	1	-7	92	104
CC1CCCN(CC(=O)N2c3ccccc3Sc3ccccc32)C1 (centres undefined)
→ 1.3	0	-4	91	-7	-9	1	80	96
CCN1CCN(C(c2cccs2)C(C)NC(=O)C(=O)N2CCCCC2)CC1 (centres undefined)
→ 2.2	1	4	95	1	0	13	98	104
CCN1CCN(CCCNC(=O)c2cc3c(=O)oc4ccc(C)cc4c3s2)CC1
→ -1.4	0	4	104	2	7	6	101	100
O=C(Cn1cc(C(F)(F)F)cc(Cl)c1=O)NCc1ccc(F)cc1
→ -0.6	0	5	93	1	-4	-18	94	90
COc1ccc(Nc2nc(-c3c[nH]c4ccccc34)cs2)cc1
→ 0.1	0	6	91	1	2	-10	98	86
Cc1ccc(N2CC(C(=O)NCCN3CCOCC3)CC2=O)cc1 (centres undefined)
→ -4.9	2	1	103	2	0	7	107	132
C/C(=N\NC(N)=O)C1CC(CC(C)C)C(=O)O1 (centres undefined)
→ 0.6	1	0	100	3	-1	17	96	91
O=C(Nc1ccc2oc(-c3ccncc3)nc2c1)c1c(F)c(F)c(F)c(F)c1F
→ nt	1	6	99	2	10	-2	nt	93
COc1ccccc1CC(=O)N(CCC#N)CCC#N
→ 2.2	0	3	106	0	6	18	99	101
CC(=O)c1cc(F)c(N2CCN(C(=O)COc3ccccc3F)CC2)cc1C
→ -2.3	0	5	nt	3	3	7	82	100
Cc1ccc(S(=O)(=O)NCc2ccc(C(=O)N3CCN(c4ccccn4)CC3)cc2)cc1
→ -1.3	1	2	104	8	-1	-16	100	108
CC(C)c1ccc(C2CC(=O)c3cnc(NC(=O)c4ccco4)nc3C2)cc1 (centres undefined)
→ 0.6	0	3	99	2	7	-3	102	128
CCc1nc2nc(C)c(NS(=O)(=O)c3ccc(CC(C)C)cc3)c(=O)n2[nH]1
→ -3.0	5	2	88	-4	-1	-7	90	95
CCOC(=O)C1CCN(C(=O)/C=C/c2ccccc2)CC1
→ 0.5	1	5	99	3	8	7	90	106
O=C(NCc1cccc(C(F)(F)F)c1)C1CCN(c2ncccn2)CC1
→ 2.8	1	2	102	6	-5	5	103	92
O=C(NC1CCCCC1)C1(c2ccccc2)CC1(Cl)Cl (centres undefined)
→ 0.4	1	-4	96	6	-7	-1	98	95
C(=N\n1cnnc1)/c1ccc(OC2CSC2)cc1
→ 1.9	1	4	103	9	6	7	97	92
CCN1CCN(C(=O)c2ccc3c(c2)S(=O)(=O)c2ccccc2C3=O)CC1
→ 0.0	11	-3	101	-5	-5	43	98	91
CC(C)Nc1nc(Cl)nc(NCCOc2ccccc2)n1
→ 3.1	0	6	98	6	6	1	103	106
Cc1cc(C)cc(N(C(=O)c2sc(C)nc2C)C(C(=O)NCc2ccco2)c2ccccc2)c1 (centres undefined)
→ -1.2	0	-7	92	-1	-11	11	92	124
CC(C)=CCc1c(O)cc(O)c2c(=O)c3c(CC=C(C)C)c(O)ccc3oc12
→ 2.9	1	-1	90	6	4	-14	93	99
O=C1c2ccccc2C(=O)N1CCSc1nc2ccccc2c(=O)n1CCCN1CCOCC1
→ 0.5	2	5	96	-9	4	-12	93	100
CC(C)c1ccc(OCC(=O)N2CCc3ccccc3C2)cc1
→ 2.0	1	0	91	1	-2	24	94	101
Cc1c(Cl)cccc1N1C(=O)C2ON(c3ccccc3)C(c3cccnc3)C2C1=O (centres undefined)
→ 1.0	0	6	95	-3	9	0	83	87
CCC(=O)Oc1ccc(C2NC(=O)c3ccccc3O2)cc1OC (centres undefined)
→ 0.8	2	7	95	-3	6	-3	106	105
CCc1ccc(N(CC(=O)NCC2CCCO2)C(=O)CCC(=O)Nc2nccs2)cc1 (centres undefined)
→ -0.4	0	5	101	4	8	-2	103	108
COc1cccc(NC(=O)C(NCC2CCCCC2)c2ccccc2)c1 (centres undefined)
→ -2.0	2	1	97	-1	-6	11	97	96
O=C(NCc1ccccc1)c1cnc(Cl)c(Cl)c1
→ 4.0	0	0	91	11	-10	-6	94	97
CCn1c(CSc2nccn2C)nc2cc(C(=O)O)ccc21
→ -19	0	57*	89	45*	65*	27	82	103
C/C(=N\NC(=O)c1ccc2c(c1)OCO2)c1ccc2c(c1)OCO2
→ 3.0	1	0	102	0	-2	5	92	101
O=C(O)c1c2c(nc3ccc(S(=O)(=O)N4CCC(C(=O)NCc5ccc(Cl)cc5)CC4)cc13)CCCC2
→ -5.4	3	16	97	8	12	-10	101	96
COc1ccc(OC)c(NC(=O)c2cnn(-c3ccccc3)c2C)c1
→ 1.1	19	2	102	5	9	19	103	88
Cc1ccc(-c2cc(C(=O)N3CCN(c4ncccn4)CC3)c3ccccc3n2)cc1
→ -3.5	1	4	96	6	-11	-1	87	95
N#Cc1ccccc1NC(=O)COC(=O)c1ccc2c(c1)OCCO2
→ -2.5	1	6	107	3	3	10	106	92
O=C(O)C1CC=CCC1C(=O)Nc1cccc(F)c1 (centres undefined)
→ -1.3	31	0	91	-1	17	8	nt	99
CC12CN3CCN(CC(C3)/C1=N\NC(=O)Nc1cccc(Cl)c1)C2
→ 0.0	0	1	105	-10	4	7	94	106
O=C(Cn1nc2ccccc2n1)N/N=C/c1ccc(F)cc1
→ 1.3	1	4	104	1	-2	-17	101	96
O=C(O)c1ccc(CSc2nc(-c3ccc(Cl)cc3)cc(C(F)(F)F)n2)cc1
→ -0.3	0	-2	98	6	4	4	91	94
Cc1cccc(NC(=S)NNC(=O)Cc2ccccc2)c1
→ -2.0	2	1	106	-4	-2	-18	115	98
CC12CC3CC(C)(C1)CC(C(=O)NC(=S)N1CCCCC1)(C3)C2
→ 0.9	2	-2	93	3	-12	19	81	110
Cc1ccccc1NC(=S)/C(=C(\[O-])c1cc(C)n(Cc2ccccc2Cl)c1C)[n+]1ccccc1
→ -0.4	0	8	98	7	8	1	93	96
COc1ccc(OC)c(CN2CCC(CNC(=O)Nc3cccc(Cl)c3)CC2)c1
→ 0.9	0	10	104	-2	5	0	77	93
Cc1ccc(S(=O)(=O)N(C)c2ccc(OCC(=O)NC3=NCCS3)cc2)cc1
→ 3.7	0	-3	101	-1	-3	-1	98	112
CCOC(=O)c1cccc(NC(=O)CSc2nc(N)cc(N)n2)c1
→ -0.7	2	-1	nt	0	1	4	97	99
COc1ccc(C(=O)C(=O)c2ccc(OCCO)cc2)cc1
→ 1.0	1	7	99	-5	-5	-18	101	102
CC1CCCN(C2=C(Cl)C(=O)N(c3cccc(Cl)c3)C2=O)C1 (centres undefined)
→ -1.4	2	5	103	7	3	7	98	96
Cc1ccc(NC(=O)COc2ccc(N(C)C(=O)C(C)(C)C)cc2)cc1S(=O)(=O)N1CCCCC1
→ nt	9	nt	103	9	nt	49	92	94
N#Cc1ccc(OCC(=O)NCCCn2ccnc2)cc1
→ nt	1	nt	98	7	nt	-6	95	89
CCOc1cc(C(=S)N2CCC(O)CC2)ccc1OS(=O)(=O)c1ccc(Br)cc1
→ 0.2	3	5	93	-5	1	18	94	112
COc1ccc(NC(=O)CN(Cc2ccccc2)S(C)(=O)=O)c(OC)c1
→ 1.0	2	6	100	5	1	-1	97	88
CN(Cc1ccc(Cl)c(Cl)c1)C(=O)C1=CC=CN2CCS(=O)(=O)N=C12
→ nt	0	-4	101	5	-11	-11	102	99
CCn1cc(/C=C(\NC(=O)c2ccccc2Cl)C(=O)NCCN2CCOCC2)c2ccccc21
→ 0.0	0	0	104	-4	3	7	104	86
O=C(NCc1ccc(Cl)cc1)c1cc(=O)[nH]c2ccc(S(=O)(=O)N3CCOCC3)cc12
→ -1.0	2	-2	115	12	1	3	102	105
CCCOC(=O)c1ccc(NC(=O)c2cnccn2)cc1
→ 1.3	2	3	100	6	2	-7	107	105
COc1ccc(N(CC(=O)NCc2ccncc2)S(=O)(=O)c2ccc(C)c([N+](=O)[O-])c2)cc1
→ 0.5	1	2	102	6	-3	-4	93	112
CCCCn1c(N)c(N(CC(C)C)C(=O)C2CCN(S(=O)(=O)c3ccc(F)cc3)CC2)c(=O)[nH]c1=O
→ 1.1	2	nt	85	nt	nt	19	84	124
NC(=O)c1nn(-c2ccccc2)nc1NC(=O)CN1CCOCC1
→ 1.8	3	0	108	-5	3	4	107	96
CCN1CCN(c2nc3ccccc3nc2C(C#N)S(=O)(=O)c2ccc(C)c(C)c2)CC1 (centres undefined)
→ 0.1	2	6	111	10	7	-7	113	110
CCC(=O)N1CCc2cc(S(=O)(=O)NCCC(=O)N3CCN(c4cccc(C)c4)C(C)C3)ccc21 (centres undefined)
→ 0.3	0	4	101	5	-1	5	96	63*

(more compounds)
Values run as follows: MEX-5 binding	GRK2 aptamer HTS	BCLXL inh	AGP1 TOR yeast	GLD-1 TGE inh	MCL1 BIM primary	VLA-4 inh	CIT2-GFP yeast	Yeast superoxide
CCOc1[nH]n(-c2ccc(Cl)cc2)c(=O)c1C=NCc1cccnc1
→ -2.6	0	3	94	7	1	0	98	105
COCCNC(=S)N/N=C(\C)c1ccc(O)cc1
→ -1.4	1	4	101	2	7	26	110	88
Cc1c(-c2ccccc2)nc(N)c(C#N)c1-c1cccnc1
→ 1.1	0	3	107	3	2	14	107	99
CC(C)NC(=O)c1onc(CSc2ccccn2)c1C(=O)NC(C)C
→ 1.6	1	2	83	7	6	-13	97	90
CCOc1ccc(S(=O)(=O)N2CCN(C(=S)NC3CC3)CC2)cc1
→ 1.2	2	-2	98	-11	2	10	90	124
Cc1nc(C)c(N)c(=O)[nH]1
→ 2.6	0	6	97	-3	-5	5	92	97
Cc1ccc(-c2nsc3c(N4CCC(C(N)=O)CC4)ncnc23)cc1
→ -1.6	0	6	106	-6	3	-6	114	95
CCCn1c(N)c(C(=O)CN(C)CC(=O)Nc2cccc(F)c2)c(=O)[nH]c1=O
→ nt	0	2	101	5	8	21	99	111
COc1ccc(-c2cccc([C@H]3[C@@H]4C=CCC[C@@]4(C)C(=O)N3Cc3ccccc3)c2)cc1
→ 2.6	0	2	95	5	-1	23	89	97
O=C1CC(c2ccccc2)CC(O)=C1C=NC1CCCC1 (centres undefined)
→ 3.6	4	9	98	0	1	26	96	91
COc1ccc(C(=O)NC2CC(C)(C)Cc3c2cnn3-c2ccccc2)c(OC)c1 (centres undefined)
→ 0.2	1	7	107	5	3	-18	112	106
Cc1csc2ncc(C(=O)NCCC(c3ccccc3)c3ccccc3)c(=O)n12
→ 1.3	0	3	82	-3	4	11	88	102
Cc1ccc(C(=O)NCc2ccccn2)cc1S(=O)(=O)N1CCCCC1
→ 3.4	0	4	94	-4	4	-4	109	91
CN(C(=O)c1cc(-c2ccc3c(c2)OCO3)on1)c1ccccc1
→ 0.6	5	7	108	-1	8	-2	100	101
Cc1cccc(OCCNC(=O)c2cncc(Br)c2)c1
→ 0.0	0	5	95	0	4	-2	97	75
Cc1nn(Cc2ccc(Cl)cc2)c(C)c1N
→ -1.9	1	0	98	2	-3	-2	95	113
C#CCC(NC(=O)c1ccc(C#N)cc1)C(=O)NCCC (centres undefined)
→ nt	3	2	96	-1	1	-8	97	103
CCOC(=O)c1c(C)nn(Cc2cccc(Cl)c2)c1N
→ -3.3	2	6	75	-1	8	-1	65	89
CCc1cccc(CC)c1NC(=O)C1CN(S(=O)(=O)c2ccccc2)CCN1S(=O)(=O)c1ccccc1 (centres undefined)
→ 1.5	3	2	94	1	2	6	91	111
